Source: PubChem BioAssay
DRD3 agonist – D3 dopamine receptor (human) agonism; D3R DiscoveRx beta-arrestin cells, luminescence, 90 min; max activation, %; actives 0.58% (n = 410,000); in the data active = max activation above about 30%; note: 0% is about no effect; mostly tested at two doses, the higher about 12 µM
Target sequence (P35462 whole entry, looked up): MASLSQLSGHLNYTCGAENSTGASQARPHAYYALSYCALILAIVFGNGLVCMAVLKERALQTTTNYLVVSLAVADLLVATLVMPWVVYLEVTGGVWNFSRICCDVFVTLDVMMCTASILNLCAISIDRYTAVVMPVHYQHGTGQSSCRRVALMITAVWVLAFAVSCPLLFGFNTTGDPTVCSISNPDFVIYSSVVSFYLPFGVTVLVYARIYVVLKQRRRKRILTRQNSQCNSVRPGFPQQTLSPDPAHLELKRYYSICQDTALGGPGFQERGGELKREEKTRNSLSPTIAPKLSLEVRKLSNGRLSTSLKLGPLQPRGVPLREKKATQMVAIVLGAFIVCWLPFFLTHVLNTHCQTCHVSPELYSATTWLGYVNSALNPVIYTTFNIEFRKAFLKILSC
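Agonist-mode cell screen: cells plated at 1500/well and incubated overnight at 37 °C, then exposed to library compounds for 90 min at 37 °C. Detection reagent was added for 30–60 min at room temperature, and luminescence was read.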
GLP-1R inv ag – GLP-1 receptor (human) inverse agonism | AID 624417 | P43220 | Potency, µM (series often up to 38.3 µM), for inactives: top-dose activity change, negative = inhibition, hits mostly inhibitors | actives 1.6% (n = 410,000) | HEK293 GLP-1R CRE-luciferase, luminescence, 24 h; GLP-1R form is constitutively active; note: potency is the fitted concentration of half-maximal effect; % is set by controls: 0 for no effect and ±100 for the full control effect; nearly all actives have a fitted effect of over 55% in size
Target sequence (P43220 whole entry, looked up): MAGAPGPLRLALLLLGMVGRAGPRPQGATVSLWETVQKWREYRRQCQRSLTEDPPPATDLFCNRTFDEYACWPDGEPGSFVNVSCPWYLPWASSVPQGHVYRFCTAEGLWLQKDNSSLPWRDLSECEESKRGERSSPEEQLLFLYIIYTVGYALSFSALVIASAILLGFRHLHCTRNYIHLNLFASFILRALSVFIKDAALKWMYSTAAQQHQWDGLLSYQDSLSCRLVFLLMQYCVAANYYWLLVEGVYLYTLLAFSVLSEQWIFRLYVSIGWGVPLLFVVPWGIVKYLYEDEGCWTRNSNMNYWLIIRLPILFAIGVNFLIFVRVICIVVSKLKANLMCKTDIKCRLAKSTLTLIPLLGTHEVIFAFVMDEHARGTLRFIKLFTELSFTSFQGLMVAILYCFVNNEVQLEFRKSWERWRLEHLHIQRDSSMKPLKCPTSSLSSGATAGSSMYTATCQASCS
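Seeding at 200 cells/uL, 12 h culture, 24 hr compound treatment, then luciferase reagent and a luminescence read; cells are HEK293 stably expressing a constitutively active GLP-1R plus cAMP-responsive luciferase.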
IL-2 act – activators of IL-2; IL-2 activation reporter assay, cell-based qHTS; stimulated with anti-CD3/CD4/CD28 beads; in transgenic mouse T cells; activation, % (series mostly up to about 46 µM); actives 0.065% (n = 360,000); in the data active = activation above about 50%; inconclusive = mostly about 30% to 49%; note: 0% is about no effect
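Readout is EGFP and DsRed signal by fluorescent plate cytometry after 18 h at 37 degrees C. Transgenic mouse T cells (750/well) received compound for 60 min before bead stimulation (anti-CD3, anti-CD4, anti-CD28); memory T cells served as non-tolerant control.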
GLP-1R agonist – GLP-1 receptor (human) agonism; P43220; HEK293 GLP-1R CRE-luciferase, luminescence, 4-6 h; cells express a hypersensitive GLP-1R form; Potency, µM (doses to about 45.6 µM), for the others: at the top dose activation, most hits filed as activators; actives 0.007% (n = 380,000); note: potency is the fitted concentration of half-maximal effect; % of control where 0% means no effect
D3 antag – D3 dopamine receptor (human) antagonism. AID 652054. P35462. actives 2.5% (n = 360,000). D3R cells, DiscoveRx beta-arrestin luminescence, antagonist mode; active compounds read low. max response, negative = inhibition, %; in the data active = max response below about -50%; inconclusive = no clear call, values can overlap the other calls; note: % is set by controls: 0 for no effect and ±100 for the full control effect; mostly tested at two doses, the higher about 12 µM
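Cells expressing the human receptor were seeded at 1500 cells/well, incubated overnight at 37 degrees C in 5% CO2, then exposed to library compounds with dopamine controls for 90 minutes at 37 degrees C before luminescent detection.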
PI5P4Ka inh – blocks human PI5P4K alpha kinase activity | P48426 | PI5P4Kalpha enzyme, ADP-Glo luminescence, 60 min; active compounds read low | max response, % | actives 1.2% (n = 330,000) | AID 652105; active = max response of -50% or lower; inconclusive = between -30% and -50%; inactive = -30% or higher; note: value at the top dose of about 77 µM; % is set by controls: 0 for no effect and ±100 for the full control effect
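qHTS, 1536-well: enzyme/substrate mix, compound by pin tool, 5 microM ATP final; RT 60 min; ADP-Glo reagents 1 (45 min) then 2 (30 min); luminescence.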
PLK1 PBD block – PLK1 (human) polo-box domain binding inhibition; P53350; Plk1 PBD binding of FITC phosphopeptide, fluorescence polarization; Potency, µM, for the others: max response, negative = inhibition, hits mostly inhibitors; actives 2.8% (n = 360,000); AID 720504; note: potency is the fitted concentration of half-maximal effect; series mostly up to about 57 µM; % is set by controls: 0 for no effect and ±100 for the full control effect; nearly all actives have a fitted effect of over 65% in size
GLP1R cytotox – cytotoxicity in counter-screen for GLP-1R inverse agonists | AID 624418 | HEK293 cAMP-luciferase reporter cells, luminescence, 24 h | Potency, µM (top dose mostly 38.3 µM), for inactives: top-dose activity change, negative = inhibition, most hits filed as inhibitors | actives 0.13% (n = 410,000);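 note: loss of luciferase light is scored as toxicity; potency is the fitted concentration of half-maximal effect; % is set by controls: 0 for no effect and ±100 for the full control effect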
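Here, cytotoxicity is scored as loss of luminescence. The MLSMR collection was tested on cells seeded in medium containing 10% Nu serum, with a 24 hr compound exposure preceded by 12 hours of culture.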
WRN helicase inh – WRN helicase (human) inhibition; Potency, µM (highest dose often 114 µM), inactives show at the highest dose activity change, negative = inhibition, actives largely listed as inhibitors; WRN helicase unwinding, fluorescent forked duplex, kinetic; actives 0.46% (n = 360,000); Q14191; AID 651768; note: potency is the fitted concentration of half-maximal effect; % is set by controls: 0 for no effect and ±100 for the full control effect; nearly all actives have a fitted effect of over 55% in size
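Kinetic fluorescence helicase assay: unwinding of a quenched forked DNA duplex (100 nM final) with 2 mM ATP final raises red fluorescence (525/598 nm). Compounds sat 15 min at room temperature with 20 nM WRN beforehand.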
* = called active by the depositor; ? = inconclusive; / = no result given; [ ] = remark or other dose. Unless noted, calls come from the whole dose curve; as a rule, active = well fitted curve in the direction sought with a large enough effect; inconclusive = small, poorly fitted or top-dose-only effect, or another doubt; inactive = no such curve, though single readings can be large; an effect the other way counts as inactive or inconclusive. An unsorted share of the library; about 7.8% have a hit in one of these screens.

Order of values: DRD3 agonist	GLP-1R inv ag	IL-2 act	GLP-1R agonist	D3 antag	PI5P4Ka inh	PLK1 PBD block	GLP1R cytotox	WRN helicase inh
> COc1ccc(CCN2CC(C(=O)NCc3ccc(F)cc3)CC2=O)cc1OC (stereo unspecified)
 : -5	12%	1.5	4%	-18	-13	-4%	13%	-27%
> COC(=O)CCC(C)C1CCC2C3CCC4CC(O)CCC4(C)C3CC(O)C12C (stereo unspecified)
 : -25	?	0.1	-3%	30	9	-9%	-3%	-3%
> COc1ccccc1C1CC(=O)Oc2cc(O)ccc21 (stereo unspecified)
 : -13	-7%	0.9	0%	-16	1	-7%	-7%	-4%
> CC(C)CNC1=CC(=O)CC(c2ccco2)C1 (stereo unspecified)
 : -3	18%	-1.3	-1%	9	-22	-22%	2%	-21%
> Cc1nn(CC(=O)Nc2ccc3c(c2)CCC3)c(C)c1[N+](=O)[O-]
 : -14	-3%	-3.1	4%	-30	3	0%	-21%	7%
> O=C(NNc1c2ccccc2nc2ccccc12)C12CC3CC(CC(C3)C1)C2
 : 11	0%	0.7	5%	3	0	-5%	8%	4%
> COc1ccc(N=c2oc3cc(O)ccc3cc2C(=O)NCC2CCCO2)cc1 (stereo unspecified)
 : 10	0%	1.3	-3%	9	/	0%	247%[activator]	2%
> COc1ccc(CNC(=O)c2ccc(S(=O)(=O)NCc3ccco3)cc2)cc1
 : 1	-12%	0.3	-2%	11	0	-11%	-6%	-6%
> CCOC(=O)N1CCC(=NNC(=O)Cn2ccc(C(F)(F)F)n2)CC1
 : 2	-3%	3.7	5%	1	-2	-7%	4%	-5%
> CCOC(=O)COc1ccccc1/C=N/O
 : -9	9%	-0.6	-3%	8	9	-17%	-12%	-17%
> CC1(C)N=C(/C=N/O)CN1O
 : 4	3%	-1.7	-7%	-29	-8	-2%	-13%	2%[57.1 µM]
> COc1ccc(NC(=O)CC(C)C)c([N+](=O)[O-])c1
 : -5	-22%	0.8	4%	11	3	-8%	4%	-11%
> COc1ccc(NC(=O)CN(C)S(=O)(=O)c2cccc3nsnc23)cc1OC
 : -12	10%	0.2	-1%	-16	-2	-8%	-9%	-2%
> COc1cc(Cc2ccc(N)c(OC)c2)ccc1N
 : 2	28%	1.9	3%	-9	0	-3%	-7%	-21%
> CCC1Sc2ccc(S(=O)(=O)CCC(=O)Nc3ccc(NC(C)=O)cc3)cc2NC1=O (stereo unspecified)
 : -1	12%	-2.4	-1%	-5	-25	-19%	-5%	3%
> O=C(NC(C(=O)N/N=C/c1cccc2ccccc12)c1n[nH]c(=O)c2ccccc12)c1ccccc1 (stereo unspecified)
 : -8	?	1.7	0%	?	4	-2%	?	-10%
> O=C(NC1CCCCC1)c1cc([N+](=O)[O-])ccc1N1CCCC1
 : -5	-4%	-2.5	-1%	-22	-12	-13%	-26%	6%
> COc1ccc(Cl)cc1N1C(=O)C2CCCN2C1c1sccc1C (stereo unspecified)
 : -2	-15%	-1.9	-7%	-63*	-8	24µM*	-1%	6%
> Clc1cccc(-c2nc3ccc(Br)cn3c2Cc2ccccc2)c1
 : 4	?	0.0	17%	-13	-16	2%	-17%	-3%
> O=C(O)c1ccc(-n2c(-c3cc(-c4ccco4)[nH]n3)n[nH]c2=S)cc1
 : -11	3%	0.4	-3%	-91*	?	0%	-3%	?
> O=C(C1=NN(c2ccccc2)C2C(=O)N(c3cccc(Cl)c3)C(=O)C12)c1ccccc1 (stereo unspecified)
 : 8	-11%	-2.3	1%	10	-4	-26%	115%[activator]	-2%
> O=C(NNc1ccc([N+](=O)[O-])cc1)C1CC1c1ccccc1 (stereo unspecified)
 : 1	?	0.5	-7%	5	-2	?	-17%	-12%
> O=C(C1CC12CCCC2)N1CCC(CO)(Cc2ccccc2Cl)CC1 (stereo unspecified)
 : -6	10µM*	-0.5	-2%	-4	1	-9%	0%	-5%
> CN(CC(=O)Nc1cccc(S(=O)(=O)NC2=NCCCCC2)c1)Cc1ccc(C(C)(C)C)cc1
 : -7	?	-3.2	21%	-10	5	-12%	-27%	-8%
> CC(C)(C)c1ccc(/C=C/C(=O)N2CCOCC2)cc1
 : 0	-22%	1.3	1%	17	-1	-1%	-9%	3%
> CCCSC1=C(C#N)C(c2cc(OC)ccc2OC)CC(=O)N1 (stereo unspecified)
 : -2	-5%	-0.1	-2%	1	6	-4%	2%	-6%
> CC1Cc2ccccc2N1C(=O)CNCCCN(C)C (stereo unspecified)
 : -6	?	0.0	-2%	20	-8	-2%	-15%	2%
> CC(=O)N1c2ccc(S(=O)(=O)N3CCC(C(=O)NCc4ccc(F)cc4)CC3)cc2CC1C (stereo unspecified)
 : 0	-18%	-0.1	-2%	8	7	-1%	1%	-2%[57.1 µM]
> O=C(Nc1ccc(F)c(Cl)c1)c1cc(C2CCCCN2C(=O)c2cccs2)on1 (stereo unspecified)
 : -5	?	-0.6	-1%	0	2	-11%	-10%	-7%
> C/C(CC(=O)Nc1ccccn1)=N\NC(=O)C(=O)Nc1cccc(Cl)c1C
 : 1	1%	1.1	-33%	46	0	-3%	-14%	6%
> CCn1c(=O)n(-c2ccc3c(c2)OCO3)c2nc(-c3ccc(C(C)C)cc3)nc(C(N)=O)c21
 : 3	-11%	/	-1%	/	/	/	1%	/
> N#Cc1ccc(C(=O)Nc2nc(-c3cccs3)c(C(=O)C(F)(F)F)s2)cc1
 : -3	?	-4.3	-5%	-59*	-7	-22%	?	-15%
> CN(C)S(=O)(=O)c1ccc(Cl)c(NC(=O)COC(=O)c2ccc(O)cc2)c1
 : 0	1%	-0.4	2%	2	4	56%[activator]	-1%	-7%
> Cc1c(-c2ccccc2)c(=O)oc2cc(O)ccc12
 : 12	5%	-3.3	14%	3	5	-8%	454%[activator]	-5%[57.1 µM]
> COc1ccccc1N1CCN(C(=O)C(C)N(c2ccc(C)c(C)c2)S(C)(=O)=O)CC1 (stereo unspecified)
 : 3	-17%	3.2	-11%	7	-3	-9%	-6%	-21%
> Cn1c(=O)oc2cc(S(=O)(=O)N3CCN(c4ccccc4)CC3)ccc21
 : -1	4%	2.0	-4%	0	0	13%	-14%	0%
> Cc1cc(/C=C\c2ccccc2)nc2ccccc12
 : -1	?	1.5	4%	-4	23	-1%	9%	-7%
> OCCN(Cc1ccccc1)Cc1nc(CC2CC2)no1
 : -1	9%	-2.5	-2%	-2	-6	-1%	1%	1%
> CNC(C)c1ccc(S(N)(=O)=O)cc1 (stereo unspecified)
 : -1	1%	-0.2	11%	-12	-3	-7%	1%	0%
> COc1ccccc1NS(=O)(=O)c1cccc(C(=O)NCc2ccccn2)c1
 : -20	13%	-3.2	8%	-28	-8	-10%	0%	-30%
> COc1ccc(Nc2nnc(C)c3ccccc23)cc1
 : 7	17%	0.6	11%	13	-3	-7%	0%	-9%
> O=C(N=Nc1c(O)[nH]c2ccccc12)c1ccc2c(c1)OCO2
 : 0	9%	-0.9	0%	-27	1	-26%	-2%	3%

A second format for some results above.
SMILES | DRD3 agonist | GLP-1R inv ag | IL-2 act | GLP-1R agonist | D3 antag | PI5P4Ka inh | PLK1 PBD block | GLP1R cytotox | WRN helicase inh
O=C(C1=NN(c2ccccc2)C2C(=O)N(c3cccc(Cl)c3)C(=O)C12)c1ccccc1 (stereo unspecified) | 8 | -11% | -2.3 | 1% | 10 | -4 | -26% | 115%[activator] | -2%
O=C(NNc1ccc([N+](=O)[O-])cc1)C1CC1c1ccccc1 (stereo unspecified) | 1 | ? | 0.5 | -7% | 5 | -2 | ? | -17% | -12%
O=C(C1CC12CCCC2)N1CCC(CO)(Cc2ccccc2Cl)CC1 (stereo unspecified) | -6 | 10µM* | -0.5 | -2% | -4 | 1 | -9% | 0% | -5%
CN(CC(=O)Nc1cccc(S(=O)(=O)NC2=NCCCCC2)c1)Cc1ccc(C(C)(C)C)cc1 | -7 | ? | -3.2 | 21% | -10 | 5 | -12% | -27% | -8%
CC(C)(C)c1ccc(/C=C/C(=O)N2CCOCC2)cc1 | 0 | -22% | 1.3 | 1% | 17 | -1 | -1% | -9% | 3%
CCCSC1=C(C#N)C(c2cc(OC)ccc2OC)CC(=O)N1 (stereo unspecified) | -2 | -5% | -0.1 | -2% | 1 | 6 | -4% | 2% | -6%
CC1Cc2ccccc2N1C(=O)CNCCCN(C)C (stereo unspecified) | -6 | ? | 0.0 | -2% | 20 | -8 | -2% | -15% | 2%
CC(=O)N1c2ccc(S(=O)(=O)N3CCC(C(=O)NCc4ccc(F)cc4)CC3)cc2CC1C (stereo unspecified) | 0 | -18% | -0.1 | -2% | 8 | 7 | -1% | 1% | -2%[57.1 µM]
O=C(Nc1ccc(F)c(Cl)c1)c1cc(C2CCCCN2C(=O)c2cccs2)on1 (stereo unspecified) | -5 | ? | -0.6 | -1% | 0 | 2 | -11% | -10% | -7%
C/C(CC(=O)Nc1ccccn1)=N\NC(=O)C(=O)Nc1cccc(Cl)c1C | 1 | 1% | 1.1 | -33% | 46 | 0 | -3% | -14% | 6%
CCn1c(=O)n(-c2ccc3c(c2)OCO3)c2nc(-c3ccc(C(C)C)cc3)nc(C(N)=O)c21 | 3 | -11% | / | -1% | / | / | / | 1% | /
N#Cc1ccc(C(=O)Nc2nc(-c3cccs3)c(C(=O)C(F)(F)F)s2)cc1 | -3 | ? | -4.3 | -5% | -59* | -7 | -22% | ? | -15%
CN(C)S(=O)(=O)c1ccc(Cl)c(NC(=O)COC(=O)c2ccc(O)cc2)c1 | 0 | 1% | -0.4 | 2% | 2 | 4 | 56%[activator] | -1% | -7%
Cc1c(-c2ccccc2)c(=O)oc2cc(O)ccc12 | 12 | 5% | -3.3 | 14% | 3 | 5 | -8% | 454%[activator] | -5%[57.1 µM]
